DAX1 inh-1: inhibitors of DAX1 repression of SF-1 activated StAR promoter; HEK293T StAR-luciferase reporter, SF-1/DAX-1 repression relief; inhibition, % at 6.8 µM; actives 1.1% (n = 370,000); AID 652010;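 active means inhibition above the mean over all tested compounds plus 3 SD, cut at about 3.6% in these data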;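 further: 0% = DAX-1 cells with DMSO and 100% = cells lacking DAX-1 with DMSO; higher inhibition means more luminescence from relief of DAX-1 repression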
PLCb3 inh: PLC-beta3 (human) inhibition, primary screen. actives 0.18% (n = 370,000). Purified PLC-beta3, fluorogenic substrate, fluorescence. inhibition, % at 12.2 µM. Q01970; in the data active means inhibition above about 11%;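 further: 0% = median of compound wells on plate and 100% = full blocker control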
SMARCA2 act: increases SMARCA2 function in MMTV reporter cells; MG213 cells, MMTV-luciferase reporter, dexamethasone, overnight; activation, % at 9.1 µM; actives 1% (n = 370,000); AID 652017; in the data active means activation above about 7.8%;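 further: 0% = vehicle wells and 100% = reference activator wells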
ADAM17 inh: inhibits human ADAM17 | P78536 | recombinant ADAM17, EDANS/DABCYL FRET peptide cleavage | inhibition, % at 6.95 µM | actives 0.83% (n = 370,000) | AID 720648;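 active means inhibition above the mean of compounds lying between control limits plus 3 SD, set per campaign, cut at about 8.5% in these data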;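 further: 0% = DMSO-only wells as the low control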
hgDAF12 agonist: activates the H. glycines DAF-12 receptor ligand-binding domain; HEK293 GAL4-hgDAF12 UAS-luciferase reporter, agonist luminescence; normalized to butyrate control; activation, % at 6.8 µM; actives 1.8% (n = 370,000); AID 687014;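 active means activation above a cutoff set at the mean of all screened compounds plus 3 SD, cut at about 10% in these data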;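 further: 0% = DMSO wells and 100% = sodium butyrate wells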
MBD2 inh: MBD2-methylated oligo binding inhibition. Q9UBB5. TR-FRET, MBD2 binding to methylated oligonucleotide. inhibition, % at 4.4 µM. actives 0.31% (n = 370,000). AID 686964; in the data active means inhibition above about 13%
hcDAF12 agonist: H. contortus DAF-12 activation, primary screen; actives 1.4% (n = 370,000); activation, % at 6.8 µM; HEK293 hcDAF-12 lit1-tk-luc reporter, luminescence; 0% DMSO, 100% Δ7-dafachronic acid;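 active means activation above the mean of all tested compounds plus 3 SD, cut at about 5.5% in these data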;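 further: 100% = response to 3 µM Δ7-dafachronic acid high control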
ssDAF12 agonist: activators of S. stercoralis DAF-12 nuclear receptor; actives 1% (n = 370,000); activation, % at 6.8 µM; HEK293 ssDAF-12/GRIP1 lit1-tk-luc reporter, luminescence; % of 3 µM dafachronic acid response;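 active means activation above the mean over all tested compounds plus 3 SD, cut at about 0.9% in these data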;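 further: 0% = DMSO-only wells and 100% = 3 µM delta7-dafachronic acid wells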
DAX1 inh-2: NR0B1 (DAX1) inhibition. P51843. HEK293 Gal4-DAX1 luciferase reporter, luminescence. inhibition, % at 6.75 µM. actives 0.99% (n = 340,000). AID 504766;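 active means inhibition above the mean over all tested compounds plus 3 SD, cut at about 4.2% in these data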;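 further: 0% = DAX1-transfected cells with DMSO and 100% = empty-vector control cells with DMSO; inhibition shows as a rise in luminescence from relieved DAX1 repression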
Rev-erbA mod: Rev-erb alpha (human) modulation; P20393; Rev-erbα–FITC-DNA binding, fluorescence polarization, 90 min; activity, % at 10 µM; actives 0.79% (n = 370,000); AID 1259318;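 active means activity above about 14%, limit read from the data; passing the limit was not always enough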;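 further: 0% = DMSO wells with 35 nM protein and 100% = DMSO wells with 750 nM protein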
PLC-gamma1 inh: inhibitors of human phospholipase C gamma1; P19174; actives 0.84% (n = 370,000); purified PLC-gamma1, fluorogenic substrate, fluorescence; AID 720700; inhibition, % at 12.2 µM; in the data active means inhibition above about 9.5%
Active calls of the source: *; . = not tested or not shown. Compounds were not picked by outcome (roughly 7.4% active in at least one column).

The first 7 entries, to show the layout:
SMILES,DAX1 inh-1,PLCb3 inh,SMARCA2 act,ADAM17 inh,hgDAF12 agonist,MBD2 inh,hcDAF12 agonist,ssDAF12 agonist,DAX1 inh-2,Rev-erbA mod,PLC-gamma1 inh
O=C(CCCC(=O)OCC(F)(F)C(F)F)Nc1ccc(NC(=O)CCCC(=O)OCC(F)(F)C(F)F)cc1,0.0,4.2,-0.1,-0.5,-2.0,-6.2,1.3,-0.4,0.5,5.0,-0.1
Cc1ccccc1NCc1nnc2n1CCCCC2,0.5,-1.2,-3.0,1.8,0.2,4.1,0.4,-1.4,-0.7,-3.8,3.6
Nc1nonc1-n1nnc(C(=O)N/N=C/c2ccco2)c1-c1ccccc1,0.2,-8.6,-3.3,0.7,0.9,-5.1,-0.3,-0.8,-2.3,6.2,3.0
CCOC(=O)CC1C(=O)NCCN1C(=S)NC(=O)c1ccc(C)c(Br)c1 (stereo unspecified),-1.3,1.2,-1.0,0.7,-2.3,-5.0,-0.7,-0.5,1.1,-9.0,2.1
COc1ccc(C(=O)Cc2cc(OC)c(OC)cc2[N+](=O)[O-])c(OC)c1,0.0,-0.2,-0.4,0.8,-1.6,1.7,-2.1,-1.6,1.3,-3.7,2.3
CC(=O)NC(Cc1c[nH]c2ccccc12)C(=O)NCCc1ccccc1 (stereo unspecified),-0.1,-7.9,-1.9,-0.7,0.5,1.8,1.1,-0.1,3.5,2.3,-0.8
CCc1ccc(OCC(=O)Nc2ccc3c(c2)OCCO3)cc1,0.0,-1.3,-1.1,-2.3,4.6,6.6,2.0,-0.5,0.0,5.2,9.5*

All compounds of this part, from the first entry:
SMILES,DAX1 inh-1,PLCb3 inh,SMARCA2 act,ADAM17 inh,hgDAF12 agonist,MBD2 inh,hcDAF12 agonist,ssDAF12 agonist,DAX1 inh-2,Rev-erbA mod,PLC-gamma1 inh
O=C(CCCC(=O)OCC(F)(F)C(F)F)Nc1ccc(NC(=O)CCCC(=O)OCC(F)(F)C(F)F)cc1,0.0,4.2,-0.1,-0.5,-2.0,-6.2,1.3,-0.4,0.5,5.0,-0.1
Cc1ccccc1NCc1nnc2n1CCCCC2,0.5,-1.2,-3.0,1.8,0.2,4.1,0.4,-1.4,-0.7,-3.8,3.6
Nc1nonc1-n1nnc(C(=O)N/N=C/c2ccco2)c1-c1ccccc1,0.2,-8.6,-3.3,0.7,0.9,-5.1,-0.3,-0.8,-2.3,6.2,3.0
CCOC(=O)CC1C(=O)NCCN1C(=S)NC(=O)c1ccc(C)c(Br)c1 (stereo unspecified),-1.3,1.2,-1.0,0.7,-2.3,-5.0,-0.7,-0.5,1.1,-9.0,2.1
COc1ccc(C(=O)Cc2cc(OC)c(OC)cc2[N+](=O)[O-])c(OC)c1,0.0,-0.2,-0.4,0.8,-1.6,1.7,-2.1,-1.6,1.3,-3.7,2.3
CC(=O)NC(Cc1c[nH]c2ccccc12)C(=O)NCCc1ccccc1 (stereo unspecified),-0.1,-7.9,-1.9,-0.7,0.5,1.8,1.1,-0.1,3.5,2.3,-0.8
CCc1ccc(OCC(=O)Nc2ccc3c(c2)OCCO3)cc1,0.0,-1.3,-1.1,-2.3,4.6,6.6,2.0,-0.5,0.0,5.2,9.5*
CCOCc1c(C(=O)NC2CCCCCC2)oc2ccccc12,-0.2,0.8,-0.9,0.6,0.2,2.3,-0.7,-1.5,-2.3,-3.4,1.2
CN(Cc1ccccn1)Cc1nc(Cc2ccccc2Cl)no1,-0.4,-1.4,-2.9,-4.7,-2.8,-0.8,1.5,-0.7,-1.1,-6.1,0.5
CC(NCC(=O)Nc1cc(Cl)cc(Cl)c1)c1ccccc1 (stereo unspecified),-0.3,-5.8,-2.9,-3.4,-0.3,0.4,-3.0,-0.8,-0.7,6.6,1.1
CC(=O)N1N=C(c2ccccc2)CC1c1cn(C)c2ccccc12 (stereo unspecified),0.5,-7.7,0.2,-2.1,8.9,1.9,2.1,-0.1,0.9,-2.1,-6.5
Cc1cc2c(cc1C)-n1nnnc1C(N1CCCC1)C(=O)N2 (stereo unspecified),0.0,-9.9,1.7,-8.7,-1.6,0.5,-1.8,-0.6,.,1.6,-6.2
CN(C(=O)COC(=O)c1cc(Br)c(Br)s1)C1CCS(=O)(=O)C1 (stereo unspecified),0.5,1.8,-0.7,0.8,2.4,-7.0,-1.8,0.0,2.1,1.6,1.4
C=CCOc1ccc2oc(=O)cc(C)c2c1,0.5,-44.4,10.0*,-48.9,-1.9,-4.9,-2.7,-1.9,-2.0,-2.3,-47.6
CC1(C)C2CCC1(C)C(OCC[N+](C)(C)CC(=O)OC1CCCCC1)C2 (stereo unspecified),-1.1,3.2,-6.0,-0.5,-1.3,2.4,-1.0,-1.7,-2.1,-3.5,1.1
CC(C)(C)CN1CCN(Cc2cc3ccccc3[nH]2)CC1CCO (stereo unspecified),-0.1,-12.2,-2.9,-1.8,2.1,1.0,6.3*,-0.1,-0.2,-0.2,-2.9
CSCCC(c1nc2ccccc2[nH]1)n1c(/C=C/c2ccc(F)c(F)c2)nc2ccccc21 (stereo unspecified),3.2,-70.1,1.6,-39.5,8.3,0.8,3.4,0.9*,.,-2.2,-49.0
COCC(=O)N[C@@H]1C[C@@H]2O[C@H](CO)CC[C@@H]2O[C@@H]1CCc1ccc(-c2ccccc2)cc1,-0.7,-3.1,-4.3,-3.6,0.0,6.4,-2.9,-0.8,.,-1.1,0.9
COc1cc(CN2C[C@@H](CO)O[C@@H](n3cnc4c(Nc5ccccc5)ncnc43)C2)cc(OC)c1OC,-1.9,1.8,-2.4,0.3,-0.4,3.2,-2.4,-1.3,.,2.5,5.4
O=C1CSC(=Nc2ccc(Cl)cc2)N1,-0.1,-9.5,-4.7,1.4,-1.4,3.9,0.4,-1.1,0.6,-6.2,-2.4
O=C(Cc1csc(Nc2nc(=S)[nH]c3ccccc23)n1)N1CCN(c2cccc(C(F)(F)F)c2)CC1,0.2,-10.2,0.6,-6.3,0.7,3.4,4.2,-0.3,-0.2,-0.5,-2.5
